HIF-2a block = HIF-2a reporter inhibitors, primary screen, luminescence, 786-0 RCC cells; 786-0 RCC cells HIF-2a reporter, luciferase luminescence, overnight; inhibition, % at 18.8 µM; actives 0.72% (n = 360,000);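 active = inhibition of the luminescence signal of 40% or more relative to plate controls, in a single-dose primary screen at 18.75 µM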
hiPSC survival = enhancers of single-cell hiPSC survival, primary screen, ATPlite luminescence; 100% = ROCK inhibitor wells, 0% = DMSO; survival enhancement, % at 20 µM; actives 0.044% (n = 360,000); AID 602274, 2012; in the data active = survival enhancement above about 18%;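 also: cells exposed to compounds for 16 hours before the ATP read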
Shn3 inh set2 = reduction of Shn3 3'UTR firefly luciferase signal, primary screen, Schnurri-3 inhibitor project, cell-based, Clone20 osteoblasts, set 2 | actives 0.52% (n = 360,000) | Clone20 osteoblast Shn3 3'UTR firefly luciferase, 24 h | AID 588674, 2011 | inhibition, % at 12.5 µM;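 active = mean inhibition of at least 75% with every replicate also reaching 75%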;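 also: 0% = median of neutral control wells and 100% = pilot-screen positive control compound; some compounds past the cut are filed as inactive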
EBV LMP1 NFkB = EBV LMP1-driven NF-kappaB luciferase reporter inhibitors, primary screen, cell-based, luminescence, single point | AID 504558, 2011 | LMP1-induced NF-kappaB luciferase reporter cells | inhibition, % at 12.5 µM | actives 0.69% (n = 350,000); in the data active = inhibition above about 41%;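 also: 0% = neutral control wells and 100% = reference inhibitor control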
C8 TRAIL sens = viability loss with TRAIL in NB7+C8 cells, primary screen, TRAIL sensitizer project, cell-based, ATPlite luminescence; AID 624354, 2012; actives 1% (n = 360,000); inhibition (viability loss, TRAIL sensitization), % at 10 µM;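 active = compounds causing at least 50% loss of cell viability in the single-dose screen, relative to plate controls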
CF NFkB inh = inhibitors of PAF-induced NF-kB signaling, primary screen, cell-based, GFP fluorescence, uHTS; KKLEB NF-kB-GFP reporter, GFP fluorescence overnight; actives 0.86% (n = 360,000); inhibition, % at 5 µM;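 active = at least 50% inhibition at 5 µM, scaled per plate between neutral and stimulator controls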;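 also: PAF is a Pseudomonas aeruginosa culture filtrate used as stimulus; plate controls were PAF-stimulated DMSO wells for no effect and unstimulated DMSO wells for full effect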
KKLEB tox = cytotoxicity in KKLEB CF airway cells, primary screen, cytotoxicity control for CF NF-kB inhibitor project, cell-based, uHTS, fluorescence assay plates | activity change (cytotoxicity), % at 5 µM | actives 0.36% (n = 360,000) | KKLEB CF airway cells viability, ATPlite luminescence, overnight; hits give low values; cells stimulated with P. aeruginosa culture filtrate;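 active = corrected activity change at or below -50% at 5 µM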
NR2E3 ag-1 = inhibitors of NR2E3-RetCOR corepressor binding, primary screen, NR2E3 agonist project, biochemical, TR-FRET, GST-NR2E3, biotin-RetCOR; AID 2300, 2010; 1536-well; inhibition of corepressor binding, % at 4.78 µM; actives 0.12% (n = 320,000); Photoreceptor-specific nuclear receptor (Homo sapiens), Q9Y5X4;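 active = percent inhibition above the cutoff of mean plus 3 SD of all tested compounds, set per screening campaign, cut at about 20% in these data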;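 also: 0% = DMSO wells and 100% = biotin wells as full block of FRET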
Target sequence (Q9Y5X4 whole entry, looked up): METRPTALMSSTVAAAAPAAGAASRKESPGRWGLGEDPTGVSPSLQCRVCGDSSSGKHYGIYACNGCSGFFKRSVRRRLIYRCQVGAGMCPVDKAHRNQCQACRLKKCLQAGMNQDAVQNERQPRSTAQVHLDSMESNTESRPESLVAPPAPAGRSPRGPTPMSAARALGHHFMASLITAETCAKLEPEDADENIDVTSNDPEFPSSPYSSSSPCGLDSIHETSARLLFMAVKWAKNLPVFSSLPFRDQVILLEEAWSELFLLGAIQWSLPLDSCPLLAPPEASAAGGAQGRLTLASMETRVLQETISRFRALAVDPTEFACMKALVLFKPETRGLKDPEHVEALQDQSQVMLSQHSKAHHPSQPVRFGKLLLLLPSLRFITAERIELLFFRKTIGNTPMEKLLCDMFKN
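Format: 1536-well format; test system: GST-NR2E3 and biotin-RetCOR proteins; read-out basis: percent inhibition of TR-FRET ratio; timing: 5 h incubation at 4 °C; detection: time-resolved FRET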
MITF TRPM1 inh = inhibitors of MITF-dependent TRPM1 promoter reporter, primary screen, cell-based, SK-MEL-5, single point, luciferase; inhibition, % at 12.5 µM; actives 0.83% (n = 330,000); AID 488899, 2010; SK-MEL-5 TRPM1 promoter luciferase, 24 h;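 active = mean inhibition across replicates of 60% or more, whatever share of single replicates reaches that level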; also: values of inactives mirror those of a sister screen read the other way
NR2E3 ag-2 = NR2E3 agonists in two-hybrid cells, primary screen, cell-based, luminescence, CHO-S, Gal4-NCOR/VP16-NR2E3; AID 602229, 2012; Photoreceptor-specific nuclear receptor (Homo sapiens), Q9Y5X4; actives 0.35% (n = 360,000); luciferase; inhibition of corepressor binding, % at 3.98 µM;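 active = inhibition above the mean of all tested compounds plus 3 SD, cut at about 70% in these data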;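 also: 0% = DMSO with NR2E3 transfected cells and 100% = cells lacking NR2E3 construct; higher means lower luciferase signal from less NR2E3 corepressor binding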
Peg3 promoter = Peg3 promoter-driven luciferase inhibitors, primary screen, cell-based, HeLa, luciferase luminescence | HeLa PEG-Prom luciferase reporter, overnight | inhibition, % at 20 µM | actives 1.7% (n = 360,000);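 active = inhibition of at least 50% at 20 µM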
The depositor's hits bear a star; x = no result given. These rows are one share of the data; count on the stated rates, not on these rows.

SMILES	HIF-2a block	hiPSC survival	Shn3 inh set2	EBV LMP1 NFkB	C8 TRAIL sens	CF NFkB inh	KKLEB tox	NR2E3 ag-1	MITF TRPM1 inh	NR2E3 ag-2	Peg3 promoter
O=C(CN1C(=O)/C(=C/c2ccccc2F)Sc2ccccc21)N1CCN(c2ccccn2)CC1	-4	2.9	4	7	0	-21	6	-1	11	-10	13
C=CCn1c(=O)c(C(=O)NC(C)c2ccccc2)c(O)c2ccccc21 (stereo not given)	21	-0.2	-22	12	1	-9	2	4	-13	-11	15
CN(CC(=O)Nc1ccccc1Br)C(=O)c1ccc(-c2ccc(Cl)cc2)o1	-76	-0.2	-5	-8	13	-16	2	1	-3	-13	-71
Cc1nc2cc(NC(=O)Nc3cccc(F)c3)ccc2n1C	-51	-1.0	17	20	64*	-6	0	-1	-4	-117	-68
O=C(CNC(=O)C12CC3CC(CC(C3)C1)C2)N1CCCC(C(F)(F)F)C1 (stereo not given)	2	3.0	1	-9	-14	4	4	x	x	-27	1
CCCCN(C(=O)c1ccc(S(=O)(=O)N(C)c2ccccc2)cc1)c1c(N)n(CCC)c(=O)[nH]c1=O	6	-0.5	-9	3	-8	14	4	x	-3	-7	-16
O=C1c2ccccc2NC(c2ccccc2)N1Cc1ccco1 (stereo not given)	0	-0.7	-6	4	2	14	1	-3	1	-23	-8
CC(=O)c1cccc(OCC(=O)c2cc(C)n(-c3cc(C)on3)c2C)c1	-15	-3.8	33	4	10	-6	-3	0	13	23	-10
O=C(CSc1ccc2nnc(-c3ccccc3)n2n1)NCC1CCCO1 (stereo not given)	4	-0.2	-58	6	6	4	3	3	6	4	5
CN1CCN(C(=O)c2ccc(-c3ccc(F)c(F)c3)c3ccoc23)CC1	8	-1.4	14	x	-8	-5	-8	x	x	9	8
O=C(Nc1ccccc1Cl)c1cc(C2CCCN(C(=O)c3cccc(O)c3)C2)on1 (stereo not given)	-44	-2.7	-6	x	6	-6	5	x	x	-9	-61
COc1ccc(/C=C/C(=O)OCC(=O)N2CCN(S(=O)(=O)c3ccc(C)cc3C)CC2)cc1OC	4	0.1	-1	-2	4	-14	3	x	-4	23	-3
Oc1cccc2c3c(oc12)CCCC3	4	-0.2	-25	x	9	0	-5	2	x	-41	-29
Cn1cnnc1SCC(=O)Nc1ccc(Cl)c(S(=O)(=O)N2CCOCC2)c1	8	0.5	13	0	2	9	4	-1	9	-12	14
CC(C)CN(C(=O)COC(=O)CSc1ccccc1F)c1c(N)n(Cc2ccccc2)c(=O)[nH]c1=O	17	0.0	-8	-1	-4	8	-13	-1	4	-21	1

A stretch from further up:
SMILES	HIF-2a block	hiPSC survival	Shn3 inh set2	EBV LMP1 NFkB	C8 TRAIL sens	CF NFkB inh	KKLEB tox	NR2E3 ag-1	MITF TRPM1 inh	NR2E3 ag-2	Peg3 promoter
O=C(CNC(=O)C12CC3CC(CC(C3)C1)C2)N1CCCC(C(F)(F)F)C1 (stereo not given)	2	3.0	1	-9	-14	4	4	x	x	-27	1
CCCCN(C(=O)c1ccc(S(=O)(=O)N(C)c2ccccc2)cc1)c1c(N)n(CCC)c(=O)[nH]c1=O	6	-0.5	-9	3	-8	14	4	x	-3	-7	-16
O=C1c2ccccc2NC(c2ccccc2)N1Cc1ccco1 (stereo not given)	0	-0.7	-6	4	2	14	1	-3	1	-23	-8
CC(=O)c1cccc(OCC(=O)c2cc(C)n(-c3cc(C)on3)c2C)c1	-15	-3.8	33	4	10	-6	-3	0	13	23	-10
O=C(CSc1ccc2nnc(-c3ccccc3)n2n1)NCC1CCCO1 (stereo not given)	4	-0.2	-58	6	6	4	3	3	6	4	5
CN1CCN(C(=O)c2ccc(-c3ccc(F)c(F)c3)c3ccoc23)CC1	8	-1.4	14	x	-8	-5	-8	x	x	9	8
O=C(Nc1ccccc1Cl)c1cc(C2CCCN(C(=O)c3cccc(O)c3)C2)on1 (stereo not given)	-44	-2.7	-6	x	6	-6	5	x	x	-9	-61
COc1ccc(/C=C/C(=O)OCC(=O)N2CCN(S(=O)(=O)c3ccc(C)cc3C)CC2)cc1OC	4	0.1	-1	-2	4	-14	3	x	-4	23	-3
Oc1cccc2c3c(oc12)CCCC3	4	-0.2	-25	x	9	0	-5	2	x	-41	-29
Cn1cnnc1SCC(=O)Nc1ccc(Cl)c(S(=O)(=O)N2CCOCC2)c1	8	0.5	13	0	2	9	4	-1	9	-12	14
CC(C)CN(C(=O)COC(=O)CSc1ccccc1F)c1c(N)n(Cc2ccccc2)c(=O)[nH]c1=O	17	0.0	-8	-1	-4	8	-13	-1	4	-21	1

Next records.
SMILES	HIF-2a block	hiPSC survival	Shn3 inh set2	EBV LMP1 NFkB	C8 TRAIL sens	CF NFkB inh	KKLEB tox	NR2E3 ag-1	MITF TRPM1 inh	NR2E3 ag-2	Peg3 promoter
Cc1[nH]c2ccccc2c1C(=O)C(=O)N1CC(C)OC(C)C1 (stereo not given)	13	0.0	0	-9	19	-13	2	2	7	-7	5
C[C@@H]1CN([C@H](C)CO)C(=O)c2cc(Br)cnc2O[C@@H]1CN(C)Cc1ccc(F)cc1	2	-1.4	7	-1	-4	17	-15	x	x	-8	13
CCC(C)Sc1nc2c(c(=O)[nH]c(=O)n2C)n1Cc1ccccc1Cl (stereo not given)	5	1.9	9	3	-1	16	-3	2	-20	-20	-5
Cc1sc2ncnc(N3CCC(C(=O)Nc4ccc(F)cc4Cl)CC3)c2c1C	20	0.0	29	4	13	20	4	1	x	0	2
Cn1c(=O)c2c(ncn2CCOc2ccc(Br)cc2)n(C)c1=O	6	0.1	59	11	11	-16	-7	-3	10	-9	11
CC(=O)c1ccc(NC(=S)N2c3ccccc3CC2C)cc1 (stereo not given)	-130	-0.9	9	5	-14	2	-8	-3	6	-11	-20
O=C(COC(=O)CNC(=O)c1ccccc1)Nc1ccc(Cl)cn1	3	0.0	-47	11	-18	-18	8	x	4	-5	6
COc1cc(CCC(=O)N2CCN(c3ccc([N+](=O)[O-])cc3)CC2)cc(OC)c1OC	7	0.2	16	7	-11	6	0	7	-10	-26	11
CSc1ccc(C#N)cc1NC(=O)c1ccccc1C	7	1.5	10	-1	-8	15	-20	3	8	-24	-3
Cc1ccc(C)c(N2CCN(c3cnn(-c4nc5ccccc5s4)c(=O)c3Cl)CC2)c1	-261	0.0	-56	-2	26	19	-10	-1	-29	-122	-120
COc1ccc(NC(=O)CNS(=O)(=O)c2cccc3nonc23)c(OC)c1	6	-0.6	-7	5	-7	3	-5	3	2	-15	4
Oc1cccc(C(Nc2nccs2)c2ccc3cccnc3c2O)c1 (stereo not given)	16	-0.8	91*	51*	15	-4	-5	2	48	-15	56*
CCOC(=O)c1[nH]c2ccc(Br)cc2c1NC(=O)CCN1CCC(C)CC1	-29	2.4	23	-7	-12	-8	-8	3	9	-21	-51
O=C(NCCc1ccc(Cl)cc1)c1cnc2n(c1=O)CCS2	-117	1.5	-6	-13	6	24	-10	4	-22	-44	-85
Cc1nn2c(-n3ccnc3)c3c(nc2c1-c1ccccc1)CCC3	11	-0.1	5	-16	-3	3	-4	4	7	-18	25
CCOC(=O)C1=CCC2c3c(c4ccccc4n3C)C(=O)C1N2C(=O)OC(C)(C)C (stereo not given)	15	-1.1	-16	-3	-2	-21	-14	1	x	20	-5
O=C(Nc1ccc(F)c(Cl)c1)c1cc(C2CCCCN2C(=O)CCc2ccccc2)on1 (stereo not given)	2	-2.6	29	x	-4	-17	10	x	x	-25	12
CC(C)(C)N(Cc1ccccc1)C(=O)COc1cccnc1[N+](=O)[O-]	8	-0.5	6	10	-4	-16	9	0	8	-3	15
O=C(O)c1cc(Br)ccc1NS(=O)(=O)c1cccc2nsnc12	23	-0.2	9	-4	2	-1	7	1	-3	-24	7
COc1ccccc1-n1c(=O)c(C#N)c(-c2ccc([N+](=O)[O-])cc2)c2cc(C(=O)c3ccccc3O)cnc21	14	-0.2	12	-4	-11	-6	15	0	35	22	22
Cc1c(C(=O)NCc2ccco2)oc2c(Cl)cccc12	7	0.0	0	-4	-18	-8	-18	8	21	9	10
c1csc(COc2ccccc2CNC2CCCCC2)c1	20	-2.0	-3	5	14	-7	-1	1	-5	2	7
COc1ccc(NC(=S)N2CCC(NC(=O)c3ccccc3C)CC2)cc1	13	0.3	-5	-4	-1	16	6	-1	13	-25	21
CCCCC(=O)Nc1ccccc1N1CCN(c2ccc(F)cc2)CC1	5	-0.1	31	2	1	25	-13	-6	-1	-20	35
O=S1(=O)c2ccc(Br)cc2N2CCC[C@H]2CN1Cc1ccccc1	15	-0.8	21	-3	17	38	-4	x	21	-81	15
C/C(=N\N(c1ccccc1)c1ccccc1)c1ccco1	-4	0.1	-2	-10	-8	-9	-2	4	-12	7	-6
O=S(=O)(c1cccc(NC(=S)N2CCN(c3cccc(Cl)c3)CC2)c1)C(F)F	-35	-2.4	8	15	2	17	-10	5	14	54	15
O=C(c1cccc(S(=O)(=O)N2CCCCC2)c1)N(CCc1ccccc1)Cc1ccccc1	8	-0.5	16	-5	16	12	2	2	12	-14	28
O=C(COC(=O)C1CC(O)CN1S(=O)(=O)c1ccc(Cl)cc1)c1ccccc1Cl (stereo not given)	-45	-2.2	-7	-8	-6	9	-2	3	-4	6	-5
CCCC1=C(C(=O)OCC)C(c2sccc2C)n2ncnc2N1 (stereo not given)	28	-0.7	-2	-4	0	3	2	-3	-7	28	20
O=C(Nc1ccc(S(=O)(=O)NCc2ccco2)cc1)c1ccc(F)cc1	-25	0.4	23	11	3	-16	-8	0	6	-35	-15
CC1CC(=O)NN=C1c1ccc(NCCO)c([N+](=O)[O-])c1 (stereo not given)	-24	-1.0	-4	3	0	-8	10	2	10	5	11
CC1(C)NC(=O)N(CC(=O)OCc2cc(=O)n3cc(Br)ccc3n2)C1=O	18	0.1	3	2	-11	0	0	-6	-4	-18	-6
